Pf growth 96h = P. falciparum growth inhibition at 96 hour, primary screen for plastid delayed-death inhibitors; Potency, µM (series often up to 28.7 µM), for inactives: top-dose activity change, negative = inhibition, hits mostly inhibitors; AID 504834; P. falciparum luciferase reporter growth, 96 h; actives 6.9% (n = 320,000)
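P. falciparum expressing integrated firefly luciferase grown in erythrocytes (2% hematocrit, 0.05% parasitemia final) with compounds for 96 hours at 37 C, 5% CO2. Growth inhibition read as loss of luminescence after adding luciferase detection reagent.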
Pf growth 48h = inhibits P. falciparum growth in the first generation, 48 h | P. falciparum luciferase growth in erythrocytes, 48 h | Potency, µM (highest dose often 28.7 µM), without a hit: at the highest dose activity change, negative = inhibition, actives largely listed as inhibitors | actives 5.9% (n = 310,000) | AID 504832
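Luciferase-expressing P. falciparum in infected erythrocytes (2% hematocrit, 0.1% parasitemia final) in RPMI 1640/0.5% Albumax were exposed to compound for 48 hours at 37 C, 5% CO2; growth read as luminescence.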
HCV inh = blocks hepatitis C virus | Huh7.5.1 HCVcc-Cre infection, luciferase reporter, 44 h | Potency, µM (doses to about 41.8 µM), without a hit: at the top dose activity change, negative = inhibition, hits mostly inhibitors | actives 3.4% (n = 340,000) | AID 651820
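Antiviral activity was scored by luciferase reporter output from cells infected with HCVcc-Cre (~0.5 moi) in presence of compound, 44 h infection period, cells seeded 1,000/well 4 h prior.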
Tb PYK inh = inhibitors of Trypanosoma brucei pyruvate kinase; Potency, µM (titrated, usually from 76.8 µM), for inactives: top-dose activity, negative = inhibition, usual class: inhibitors; actives 0.12% (n = 410,000); TbPYK enzyme, Kinase-Glo Plus ATP luminescence, 45 min; further: nearly all actives have a fitted effect of over 50% in size
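Quantitative HTS: titrated library compounds versus trypanosomal pyruvate kinase in TEA buffer (pH 7.2) containing KCl, MgCl2, BSA and Tween-20. Reactions were initiated with ADP, 130 uM final. Kinase-Glo Plus luminescence was read after 45 min at RT.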
Sm TGR block = S. mansoni TGR enzyme inhibition; Potency, µM (series often up to 114 µM), for the others: at the top dose activity change, negative = inhibition, hits mostly inhibitors; purified TGR, DTNB reduction, TNB absorbance 405 nm; actives 3% (n = 360,000); AID 485364; Q962Y6; further: nearly all actives have a fitted effect of over 60% in size
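First, TGR (20 nM dispensed) and NADPH were mixed with compound. Second, a 15 min room-temperature incubation followed. Third, further NADPH and then DTNB were added to start the reaction. Finally, TNB absorbance was monitored kinetically.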
LmPK inhibitor = inhibitors of Leishmania mexicana pyruvate kinase | Q27686 | Potency, µM (titrated, usually from 57.5 µM), for inactives: at the top dose activity change, negative = inhibition, hits mostly inhibitors | purified LmPK, Kinase-Glo ATP luminescence, 1 h | actives 0.37% (n = 290,000)
Target sequence (Q27686 whole entry, looked up): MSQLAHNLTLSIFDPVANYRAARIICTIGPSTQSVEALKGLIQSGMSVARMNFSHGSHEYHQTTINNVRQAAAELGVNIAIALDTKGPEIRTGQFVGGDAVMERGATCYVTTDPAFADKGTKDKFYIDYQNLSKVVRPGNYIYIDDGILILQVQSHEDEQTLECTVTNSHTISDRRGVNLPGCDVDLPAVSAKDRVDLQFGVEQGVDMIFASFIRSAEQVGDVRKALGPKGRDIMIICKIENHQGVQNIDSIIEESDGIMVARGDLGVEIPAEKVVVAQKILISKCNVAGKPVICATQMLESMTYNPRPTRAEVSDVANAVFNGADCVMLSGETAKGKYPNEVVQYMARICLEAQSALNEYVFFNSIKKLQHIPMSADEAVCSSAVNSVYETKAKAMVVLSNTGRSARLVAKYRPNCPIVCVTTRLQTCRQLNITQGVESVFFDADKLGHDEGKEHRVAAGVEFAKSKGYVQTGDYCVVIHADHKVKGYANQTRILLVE
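In 50 mM imidazole pH 7.2 with 7 mM MgCl2, LmPK (0.1 nM) turned over PEP (0.5 mM) and ADP (0.1 mM) for 1 h at room temperature. Luciferase read-out of ATP.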
Numbers without * were called inactive; ? = inconclusive; / = no result given; & = joins results of further samples; [ ] = another dose, or the depositor's remark. The call rests on the fitted dose curve; in most records, active means well fitted curve in the direction sought with a large enough effect; inconclusive means small, poorly fitted or top-dose-only effect, or another doubt; inactive means no such curve, though single readings can be large; an effect the other way counts as inactive or inconclusive. On the % scale 0 is the no-effect control and ±100 the full control effect; potency means the concentration at half of the fitted maximal effect.

| canonical_smiles | Pf growth 96h | Pf growth 48h | HCV inh | Tb PYK inh | Sm TGR block | LmPK inhibitor |
| --- | --- | --- | --- | --- | --- | --- |
| O=c1c2c3nc4ccccc4nc3n(/N=C/c3ccncc3)c2ncn1-c1ccccc1 | ? | -12.5% | 11.0% | -4.3% | 11.3% | -4.0% |
| O=C(NCc1ccc(Cl)cc1)C1CCN(S(=O)(=O)N2CCOCC2)CC1 | -20.2% | 9.0% | 11.0% | -5.2% | 1.9% | 2.2% |
| O=C(CSc1nc2ccccc2c2nc3ccccc3n12)NCc1ccco1 | 6.7% | 9.28µM* | ? | 5.7% | 8.91µM* | 5.1% |
| COc1ccccc1NC(=O)Cn1c(CCC(=O)O)ccc1-c1ccccc1 | 16.2% | -3.3% | 7.1% | 0.5% | -23.7% | 7.0% |
| Cc1ccc(C(=O)Nc2cccc([N+](=O)[O-])c2)cc1S(=O)(=O)Nc1cccc(C(=O)O)c1 | 4.3% | 10.0% | 0.1% | -9.4% | 10.4% | 1.2% |
| C/C(=N\NC(=O)c1cccnc1)c1ccc(-n2ccnc2)cc1 | 0.0% | 22.9% | 3.2% | -12.6% | -2.3% | 4.3% |
| Cc1ccc(CSc2ccc3nnc(-c4cccnc4)n3n2)cc1 | ? | ? | 9.0% | -6.2% | 2.4% | 2.4% |
| COP(=O)(OC)C(Nc1ccc([N+](=O)[O-])cc1)c1ccccc1 (configuration not stated) | 24.8% | 12.6% | 33.9%[activator] | 1.1% | -5.2% | -3.1% |
| COc1cc(S(=O)(=O)Nc2ccc(Br)cc2)ccc1N | 7.9% | 17.8% | 1.6% | 4.8% | 1.2% | 3.9% |
| CC(C)CC(=O)Nc1c2c(nn1-c1ccc(F)cc1)CSC2 | -2.3% | 11.9% | -4.8% | -3.0% | 1.0% | 2.5% |
| CC(Oc1ccccc1)C(=O)NNC(=O)c1ccccn1 (configuration not stated) | ? | 9.28µM* | ? | 9.3% | 8.3% | 3.7% |
| COc1ccc(C(=O)CSc2nnc(C(CO)NC(=O)c3ccc(OC)cc3)n2C)cc1 (configuration not stated) | / | -4.9% | 19.0% | -11.4% | ? | -0.4% |
| O=c1cnnc(Nc2ccc(Cl)c(C(F)(F)F)c2)[nH]1 | 10.7% | -16.6% | 3.5% | 3.1% | 10.2% | 9.0% |
| CCOC(=O)c1cnc2c(C)cccc2c1NCc1ccco1 | ? | ? | 11.2µM* | -0.5% | -35.2% | 5.2% |
| Cc1cccc(NC(=O)c2ccc(OCc3c(C)noc3C)cc2)c1 | ? | -20.6% | ? | -1.9% | 1.7% | / |
| Cc1cccc(NC(=O)CSc2nc(C)c(Cc3ccccc3)c(=O)[nH]2)c1C | -5.3% | 8.8% | / | -7.5% | 2.5%&-0.7% | 2.0% |
| CC(=O)C1=C(O)C(=O)N(Cc2cccnc2)C1c1ccc(C)cc1 (configuration not stated) | 2.9% | 0.8% | 16.9% | / | 2.5% | -3.6% |
| O=C(CCN1C(=O)S/C(=C/c2ccccc2)C1=O)Nc1ccc(C(=O)O)c(O)c1 | 224.9%[activator] | 105.1%[activator] | 16.9% | -2.9% | 4.3% | -2.2% |
| COC(=O)c1ccc(NC(=O)CN2CCOCC2)cc1 | 27.7% | 25.7% | 3.6% | -9.2% | 1.9% | -2.9% |
| O=C(Cn1c(=O)oc2ccccc21)NC(=O)NCc1ccco1 | 22.2% | / | 1.2% | 1.5% | 2.6% | -0.9% |
| CC(NC(=O)c1ccc([N+](=O)[O-])o1)C12CC3CC(CC(C3)C1)C2 (configuration not stated) | 29.0% | 6.57µM* | -25.7% | 5.4% | ? | -0.3% |
| CN(C)C(CNC(=O)Cc1ccc([N+](=O)[O-])cc1)c1ccccc1 (configuration not stated) | ? | ? | -24.7% | -14.4% | -9.0% | 0.3% |
| CSc1nnc(CNC(=O)c2ccccc2)n1-c1ccc(F)cc1 | 21.1% | 14.9% | 6.6% | 1.0% | 4.8% | 4.5% |
| CCOC(=O)C1CCN(C(=O)CS(=O)Cc2nc(-c3ccc(C)cc3)oc2C)CC1 (configuration not stated) | 34.3%[activator] | / | -10.4% | 1.5% | 3.98µM* | 0.1% |
| CCOc1ccccc1NC(=O)CN1C(=O)C(C)SC(C)C1=O (configuration not stated) | ? | ? | 12.7% | 2.6% | 0.9% | 3.7% |

Going on with the list.
Values in the order: Pf growth 96h | Pf growth 48h | HCV inh | Tb PYK inh | Sm TGR block | LmPK inhibitor
- CCOC(=O)c1n[nH]n2c1nc(=S)c1ccccc12
  ? | -5.1% | 5.4% | -16.9% | 11.2µM* | -19.2%
- COC(=O)c1sccc1NC(=O)Nc1ccc(OC)cc1
  6.8% | 67.1%[activator] | 7.8% | ? | 0.0% | ?
- CCOc1ccc(C(=O)N(Cc2ccc(N(C)C)cc2)C2CCS(=O)(=O)C2)cc1 (configuration not stated)
  17.3%[5.75 µM] | -16.9% | 2.1% | -1.8% | 1.9% | 0.6%
- OC(CN1CCCC1)Cn1ccc2ccccc21 (configuration not stated)
  -2.6% | 3.7% | 0.7% | 22.5% | -18.1% | -0.1%
- Cc1cccc(NC(=O)CNC(=O)COc2ccc(C(=O)c3ccc(F)cc3)cc2)c1C
  -20.0% | -12.0% | ? | 2.8% | 1.3% | -3.4%
- Cc1cc2[nH]c(=O)c(=O)[nH]c2cc1S(=O)(=O)Nc1cccc(Cl)c1C
  -2.2% | 0.7% | 9.6% | -0.5% | 0.2% | -4.4%
- COc1ccc2nc(-c3ccccc3)nc(C3CCCCC3)c2c1
  54.7%[activator] | 32.7%[activator] | ? | -0.6% | 0.4% | /
- COCCN(CC1CCCN(C2Cc3ccccc3C2)C1)C(=O)c1cccc(C)c1 (configuration not stated)
  3.4% | ? | -29.1% | 2.5% | ? | 0.7%
- Cc1ccc(-n2c(N)c(C(=O)Nc3ccccc3F)sc2=S)cc1C
  ? | -3.5% | ? | -14.2% | 0.6% | -3.8%
- CC1CCN(C(=O)CSc2n[nH]c(-c3cccs3)n2)CC1
  -9.6% | 8.5% | -6.7% | -3.3% | 1.1% | -11.8%
- COc1ccc(CN(CC(=O)NC2CCCC2)C(=O)CCC(=O)Nc2nc(C)cs2)cc1
  -4.6% | -24.8% | 11.1% | -0.1% | 3.1% | -0.2%
- FC(F)(F)COc1ccc(-c2nnc(SCc3ccccc3)o2)cn1
  66.6%[activator] | 4.8% | 10.6% | -6.1% | 0.3% | 5.6%
- O=C(Cc1ccccc1)N1CCC2(CC1)NCCc1[nH]cnc12
  28.5% | -11.1% | ? | 3.0% | -12.6% | -2.2%
- CC(C)(C)OC(=O)NCC(=O)N1CCC(C(=O)O)CC1
  125.1%[activator] | 34.3%[activator] | 25.6% | -5.8% | -1.0% | 0.8%
- CCOc1ccccc1N(C(=O)Nc1ccc(Cl)cc1)C1=NCCS1
  39.1%[activator] | 29.5% | -3.2% | 1.9% | -0.7% | 2.8%
- Cc1ccc(N2C(=O)CC3(CCCC3)CC2=O)cc1
  66.2%[activator] | 42.6%[activator] | 17.1% | -17.5% | -5.3% | -1.2%
- COc1ccc(NC2=NC(=S)N(c3cccc(C)c3)C23CCCCC3)cc1
  -23.8% | / | 1.8% | -0.3% | -13.0% | -4.1%
- O=C(N/N=C\c1ccccc1)c1sccc1-n1cccc1
  41.3%[activator] | 57.5%[activator] | 22.6% | -1.0% | 0.0% | -2.5%
- Cc1nn(C)cc1C(C(=O)NC1CCCCC1)N(Cc1ccc(F)cc1)C(=O)c1cnccn1 (configuration not stated)
  ? | -0.4% | 9.2% | -4.2% | 7.8% | 0.7%[11.5 µM]
- O=C1CC(c2cccs2)Cc2nc(NC(=O)C3CC3)ncc21 (configuration not stated)
  -6.7% | -4.1% | -25.2% | 1.1% | 2.1% | 3.8%
- Cc1nc2ccccc2c2oc(C(=O)N3CCC(C)CC3)cc12
  -19.9% | 1.6% | 2.3% | 2.6% | 2.4% | 6.2%
- Cc1ccccc1C(=O)NC(NC(=O)c1ccccc1C)c1cccc([N+](=O)[O-])c1
  1.65µM* | 27.1% | 4.0% | ? | -12.1% | 4.4%
- O=C(CCSc1ccccc1)NC1CCCCCC1
  14.4% | 28.7% | -5.8% | 2.3% | / | -1.4%
- Cc1ccc(CN2C(=O)CCSc3ccc(Cl)cc32)cc1
  46.2%[activator] | 0.0% | 19.2% | -4.8% | 1.0% | 2.7%
- COc1ccc(Cl)cc1NC(=O)CN(C)Cc1ccc(OC)c(OC)c1
  -9.4% | -1.9% | ? | 11.7% | -4.4% | -10.4%
- Cc1ccc(S(=O)(=O)NC(Cc2cnc[nH]2)C(=O)O)cc1 (configuration not stated)
  ? | -9.6% | 7.2% | 4.1% | 18.8% | -5.9%
- Cc1onc(-c2ccccc2Cl)c1C(=O)Nc1nnc(-c2ccc(Br)cc2)s1
  -13.4% | -21.8% | 1.3% | 2.5% | 7.4% | -1.5%
- N#CCO/N=C/C(=O)Nc1ccc(F)cc1F
  -15.4% | 2.9% | 23.2% | -7.4% | / | -3.7%
- Cc1cc(NC(=O)c2cccc3ccccc23)cc(C)c1OCC(=O)N1CCOCC1
  16.9% | / | -22.2% | -5.1% | -5.7% | 0.3%
- Fc1ccc(C2=CC(c3ccco3)n3nnnc3N2)cc1 (configuration not stated)
  1.1% | 7.8% | 8.0% | -4.5% | -3.6% | 4.6%
- Cc1cccc(C)c1OCc1nc2ccccc2c(=O)n1/N=C/c1c[nH]c2ccccc12
  -101.0% | ? | ? | 13.7% | 8.0% | 2.2%
- Cc1cc(NCCO)c2cc(O)ccc2n1
  ? | / | -9.4% | -17.9% | 1.0% | 0.0%
- Fc1ccc(Cn2c(SCc3ccc(F)c(C(F)(F)F)c3)nnc2C(F)(F)F)cc1
  61.6%[activator] | ? | 12.3% | 9.5% | 0.0% | -0.4%
- COc1ccc(/C=C2/SC(=O)N(CCC(=O)Nc3ccc(C)cc3)C2=O)cc1OC
  19.9% | 9.4% | 3.5% | / | 4.9% | -4.0%

Reprinted at random: 7 records from the list
Values in the order: Pf growth 96h | Pf growth 48h | HCV inh | Tb PYK inh | Sm TGR block | LmPK inhibitor
- Cc1onc(-c2ccccc2Cl)c1C(=O)Nc1nnc(-c2ccc(Br)cc2)s1
  -13.4% | -21.8% | 1.3% | 2.5% | 7.4% | -1.5%
- Cc1cc(NCCO)c2cc(O)ccc2n1
  ? | / | -9.4% | -17.9% | 1.0% | 0.0%
- Cc1cccc(C)c1OCc1nc2ccccc2c(=O)n1/N=C/c1c[nH]c2ccccc12
  -101.0% | ? | ? | 13.7% | 8.0% | 2.2%
- Cc1ccc(S(=O)(=O)NC(Cc2cnc[nH]2)C(=O)O)cc1 (configuration not stated)
  ? | -9.6% | 7.2% | 4.1% | 18.8% | -5.9%
- Cc1nc2ccccc2c2oc(C(=O)N3CCC(C)CC3)cc12
  -19.9% | 1.6% | 2.3% | 2.6% | 2.4% | 6.2%
- Cc1ccc(CN2C(=O)CCSc3ccc(Cl)cc32)cc1
  46.2%[activator] | 0.0% | 19.2% | -4.8% | 1.0% | 2.7%
- COc1ccc(Cl)cc1NC(=O)CN(C)Cc1ccc(OC)c(OC)c1
  -9.4% | -1.9% | ? | 11.7% | -4.4% | -10.4%

Profiles as entered above.
Fc1ccc(Cn2c(SCc3ccc(F)c(C(F)(F)F)c3)nnc2C(F)(F)F)cc1 across the screens: Pf growth 96h: 61.6%[activator]; Pf growth 48h: ?; HCV inh: 12.3%; Tb PYK inh: 9.5%; Sm TGR block: 0.0%; LmPK inhibitor: -0.4%
Cc1cc(NCCO)c2cc(O)ccc2n1 across the screens: Pf growth 96h: ?; Pf growth 48h: /; HCV inh: -9.4%; Tb PYK inh: -17.9%; Sm TGR block: 1.0%; LmPK inhibitor: 0.0%
